GRIN3A LBD mod: binders of NR3A ligand-binding domain, primary screen, biophysical, differential scanning fluorimetry, uHTS; Tm shift relative to glycine control, % at 25 µM; AID 1259313, 2017; hit rate 2.5% among 340,000; NR3A LBD differential scanning fluorimetry, Tm shift; 0% = protein alone, 100% = glycine-bound protein;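 active = melting temperature shift of at least 10% of the positive control shift, at one fixed dose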
CHOP UPR activ: activators of apoptotic CHOP UPR arm, primary screen, cell-based, CHO-CHOP luciferase reporter, luminescence, uHTS; UPR activation; percent of tunicamycin response over DMSO baseline; activation, % at 10 µM; hit rate 0.34% among 330,000; AID 449763, 2010;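 active = at 10 µM dose, activation of 40% or more, normalized to positive control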;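 note: 100% = tunicamycin at 10 µg/mL and 0% = DMSO alone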
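System: CHO CHOP reporter cells. Amount: 500 cells per well. Buffer or medium: F12 medium, 10% FBS. Compound dosing: one dose, 10 µM in 0.5% DMSO. Incubation: 6 h compound exposure at 37 °C after overnight seeding. Technique: Steady-Glo luciferase luminescence. Benchmarks: tunicamycin and DMSO controls.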
tim10-1 inh: growth inhibitors of tim10-1 mutant yeast, primary screen, luminescence, uHTS; hit rate 2.2% among 330,000; S. cerevisiae tim10-1 ts strain growth, BacTiter-Glo, 24 h; AID 463190, 2010; inhibition, % at 20 µM;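 active = inhibition of at least 40%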;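 note: mutant grown at 25 °C; 0% = DMSO wells with yeast and 100% = wells holding no yeast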
Mdm2 MdmX PPI: inhibitors of human Mdm2-MdmX association, primary screen, cell-based, luminescence, split luciferase, SaOS-2, uHTS; Protein Mdm4 (Homo sapiens) + E3 ubiquitin-protein ligase Mdm2 (Homo sapiens), …; SaOS-2 split-luciferase Mdm2/MdmX complementation; inhibition, % at 8 µM; hit rate 3% among 330,000; AID 485346, 2010;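 active = inhibition of at least 50% at 8 µM in the primary screen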
Target sequence (O15151 whole entry, looked up): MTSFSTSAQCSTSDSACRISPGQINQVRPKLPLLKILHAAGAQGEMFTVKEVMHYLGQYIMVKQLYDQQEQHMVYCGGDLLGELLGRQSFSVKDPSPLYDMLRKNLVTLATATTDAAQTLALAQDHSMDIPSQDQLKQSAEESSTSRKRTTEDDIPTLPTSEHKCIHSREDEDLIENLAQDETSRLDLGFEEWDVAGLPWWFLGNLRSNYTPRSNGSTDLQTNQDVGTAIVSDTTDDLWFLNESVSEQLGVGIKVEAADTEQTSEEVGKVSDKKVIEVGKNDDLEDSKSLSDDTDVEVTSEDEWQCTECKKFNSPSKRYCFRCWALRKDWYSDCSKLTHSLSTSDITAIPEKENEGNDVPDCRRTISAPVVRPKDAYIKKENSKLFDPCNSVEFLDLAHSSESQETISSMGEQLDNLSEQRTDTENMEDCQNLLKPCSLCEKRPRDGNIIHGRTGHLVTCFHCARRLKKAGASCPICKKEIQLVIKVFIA
Target sequence (Q00987 whole entry, looked up): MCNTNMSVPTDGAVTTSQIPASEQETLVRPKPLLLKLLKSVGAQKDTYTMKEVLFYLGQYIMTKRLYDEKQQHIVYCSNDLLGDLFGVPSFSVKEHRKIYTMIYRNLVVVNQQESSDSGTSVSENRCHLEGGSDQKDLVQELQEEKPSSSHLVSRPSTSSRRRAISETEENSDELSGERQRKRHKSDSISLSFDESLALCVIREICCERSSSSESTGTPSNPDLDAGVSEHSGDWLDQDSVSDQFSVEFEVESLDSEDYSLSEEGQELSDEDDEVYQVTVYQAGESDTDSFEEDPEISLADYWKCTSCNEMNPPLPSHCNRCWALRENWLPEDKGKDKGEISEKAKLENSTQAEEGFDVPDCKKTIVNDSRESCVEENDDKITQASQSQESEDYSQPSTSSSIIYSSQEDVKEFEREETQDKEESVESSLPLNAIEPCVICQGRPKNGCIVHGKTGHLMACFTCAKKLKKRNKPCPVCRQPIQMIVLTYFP
tim23-1 inh: growth inhibitors of tim23-1 mutant yeast, primary screen, luminescence, uHTS; hit rate 1.3% among 330,000; S. cerevisiae tim23-1 growth, BacTiter-Glo luminescence, 24 h; AID 463212, 2010; inhibition, % at 20 µM;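 active = growth inhibition of the mutant yeast at or above 50%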;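 note: temperature-sensitive mutant grown at 25 °C; plate controls were DMSO-treated mutant yeast for no effect and medium wells lacking yeast for full effect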
NLRP3 yeast inh: NALP3 inflammasome inhibitors in reconstituted yeast, primary screen, luminescence, uHTS; Yeast reconstituted NLRP3/ASC/caspase-1, beta-gal luminescence, 24 h; inhibition, % at 10 µM; hit rate 0.39% among 330,000; AID 2825, 2010;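 active = inhibition of 50% or more; inactive = inhibition below 50%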;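 note: plate controls were induced DMSO wells for no effect and uninduced yeast grown without galactose for full effect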
UPR XBP1 act: activators of adaptive XBP1 UPR arm, primary screen, cell-based, CHO-XBP1 luciferase reporter, luminescence, uHTS; IRE1-XBP1 UPR activation; percent of tunicamycin response, DMSO as zero; activation, % at 20 µM; hit rate 0.33% among 330,000;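 active = versus positive control, 20 µM dose yields 30% or more activation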;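 note: 100% = tunicamycin at 10 µg/mL and 0% = DMSO only wells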
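Material: CHO cell line with stable XBP1 luciferase reporter; buffer or medium: F12 medium containing 10% fetal bovine serum; compound: single point, 20 µM final compound, 1% DMSO; incubation: 6 h treatment, 37 °C; measured by: glow luminescence from Steady-Glo reagent; evaluation: activation, % of tunicamycin; control set: tunicamycin high, DMSO low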
APJ ag: agonists of human apelin receptor APJ, primary screen, CHO-K1 cells, PathHunter beta-arrestin, luminescence | hit rate 0.11% among 330,000 | 0% DMSO wells, 100% apelin | P35414 | activation, % at 20 µM;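 active = activation more than six SD over the plate average, tested at 20 µM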;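 note: 0% = DMSO alone and 100% = apelin-13 at 10 nM; some results filed as inactive read as strong as hits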
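Material: CHO-K1 APJ beta-arrestin complementation cell line; Input: cell density 1000 per well; Incubation: compound stimulation 90 min at 25 °C, detection 60 min; Signal: luminescence from split beta-galactosidase complementation, Galacton Star/Emerald II substrate; Controls: DMSO-only wells as negative, 10 nM Apelin-13 as positive control.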
TIM10 inh: growth inhibitors of isogenic TIM10 control yeast, primary screen, counter-screen for tim10-1 yeast inhibitor project, luminescence, uHTS; S. cerevisiae TIM10 strain growth, BacTiter-Glo luminescence, 24 h; inhibition, % at 10 µM; hit rate 1.4% among 330,000;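 active = inhibition of 40% or more at the single tested concentration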;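 note: wild-type TIM10 isogenic control strain grown at permissive 25 °C; 0% = DMSO yeast wells and 100% = minimal medium wells without yeast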
Numbers without * were called inactive; & = joins results of further samples.

1) CN1CCN(C(=O)c2cnn(-c3ccccc3)c2NC(=O)c2cccs2)CC1
2) CCN(CC)C(=O)CSc1nnc(NC(=O)CCc2ccccc2)s1
3) CC(=O)/C(=N\Nc1ccccc1Cl)Sc1cccc2cccnc12
4) CN(CCc1ccccc1)C(=O)CCc1nnc(Cc2ccc3c(c2)OCO3)o1
5) CCOc1cccc(C(=O)Nc2ccc3ccccc3c2)c1
6) C/C(N)=C(/C#N)C(=O)CSc1nnc(Nc2c(C)cccc2C)s1
7) COC(=O)C(Cc1ccccc1)NC(=O)CCCC(=O)NCc1cccc(OC)c1 (stereo not drawn)
8) Cc1c(C)n(CCO)c2ncnc(Nc3ccc(F)cc3)c12
compound no.,1,2,3,4,5,6,7,8
GRIN3A LBD mod,1,1,-2,-1,30*,-3&-3,-3,2
CHOP UPR activ,-1.1,-0.4,1.4,1.0,-3.8,0.4,-1.3,5.6
tim10-1 inh,-1,15,22,16,7,9,11,6
Mdm2 MdmX PPI,-19,8,9,15,-165,8,6,7
tim23-1 inh,7,8,17,7,10,24,-2,9
NLRP3 yeast inh,2,10,6,6,9,3,14,15
UPR XBP1 act,-1,0,7,4,-8,1,-4,3
APJ ag,-3,-2,-4,0,0,5,0,0
TIM10 inh,-9,10,15,16,2,8,-1,-5

9) Cc1cc(C)c(C(=O)NC2CCCc3c2cnn3-c2ccc(C)c(C)c2)c(=O)[nH]1 (stereo not drawn)
10) Cc1ccc(NC2CC(=O)N(c3cccc([N+](=O)[O-])c3)C2=O)cc1 (stereo not drawn)
11) CCCOC(=O)C1=C(C)NC(=O)NC1c1cccc2ccccc12 (stereo not drawn)
12) CN(/N=C/c1ccco1)C1=NS(=O)(=O)c2ccccc21
13) O=C(NCC1CCOCC1)c1cc(COc2cccc(C(F)(F)F)c2)on1
14) Cc1cc(C)c(S(C)(=O)=O)c(N(C)N)n1
15) CC1(C)CC(=O)c2sc(NC(=O)C3CC3)nc2C1
16) O=C(COC(=O)Cc1ccc(Cl)cc1)NCc1cccs1
compound no.,9,10,11,12,13,14,15,16
GRIN3A LBD mod,1,-2,-1,1,-1,1,-1,4
CHOP UPR activ,4.1,0.0,1.4,2.6,2.0,-0.3,0.5,-0.9
tim10-1 inh,12,27,-11,0,31,-6,16,-9
Mdm2 MdmX PPI,0,-11,15,-1,20,15,-33,7
tim23-1 inh,9,11,6,3,14,1,25,2
NLRP3 yeast inh,9,-6,-3,13,17,11,23,7
UPR XBP1 act,-6,1,-1,1,-4,-1,-4,0
APJ ag,-3,1,-3,-2,-5,-1,0,-3
TIM10 inh,13,16,-1,-2,10,-2,15,-19

17) CCC(=O)N1c2ccccc2NC2=C(C(=O)CCC2)C1c1cccnc1 (stereo not drawn)
18) CC(C)CNS(=O)(=O)c1cc(C(=O)O)c(Cl)cc1Cl
19) Cc1ccc(C)c(N2CCN(C(=O)C3CCN(S(=O)(=O)c4cccc5nsnc45)CC3)CC2)c1
20) O=C(/C=C\Nc1ccc(S(=O)(=O)Nc2ncccn2)cc1)c1cccc2ccccc12
21) CC(C)CC(=O)Nc1ccc(-c2cn3ccsc3n2)cc1
22) Cc1ccccc1NC(=O)C1CCCN1S(=O)(=O)c1ccccc1C(F)(F)F (stereo not drawn)
23) COc1ccc(C)cc1S(=O)(=O)N(CC(=O)Nc1cccc([N+](=O)[O-])c1)c1ccc(C)c(C)c1
24) Cc1nnc(SCC(=O)NNC(=O)COc2ccc(Cl)cc2)s1
compound no.,17,18,19,20,21,22,23,24
GRIN3A LBD mod,5,0,-3,-1,1,2,33*,-1
CHOP UPR activ,-0.3,0.4,2.8,-0.7,1.0,-1.2,2.5,-0.4
tim10-1 inh,6,15,36,0,19,1,4,-26
Mdm2 MdmX PPI,-7,2,45,-12,-54,-11,39,20
tim23-1 inh,5,2,-1,-3,36,19,0,3
NLRP3 yeast inh,1,-1,21,10,19,1,-4,6
UPR XBP1 act,-1,-3,-2,-2,-2,-2,-1,-3
APJ ag,3,-5,3,-2,-5,-5,-5,1
TIM10 inh,-14,-1,40*,15,23,-3,0,13

Structures above printed as active in GRIN3A LBD mod.
entry	compound	GRIN3A LBD mod	Mdm2 MdmX PPI	NLRP3 yeast inh	UPR XBP1 act	APJ ag
5	CCOc1cccc(C(=O)Nc2ccc3ccccc3c2)c1	30*	-165	9	-8	0
23	COc1ccc(C)cc1S(=O)(=O)N(CC(=O)Nc1cccc([N+](=O)[O-])c1)c1ccc(C)c(C)c1	33*	39	-4	-1	-5

Next part
25) O=[N+]([O-])c1ccc(O)c(Nc2ncnc3ccc(Br)cc23)c1
26) COCc1c(Br)c(C)[nH]c(=O)c1C#N
27) O=C(CSc1ncnc2c1cnn2-c1ccccc1)Nc1ccc2c(c1)OCO2
28) CC(C)N(CCCNC(=O)Cn1ncc2c([nH]c3ccccc32)c1=O)Cc1ccccc1
29) Cc1ccc(NC(=O)CSc2nnnn2C2CC2)cc1S(=O)(=O)N1CCOCC1
30) OCC1(Cc2ccccc2)CCN(Cc2cnc(-c3cccc4ccccc34)nc2)CC1
31) O=C(CCSCc1ccccc1Cl)N1CCN(c2cccc(Cl)c2)CC1
32) O=C(NNC(=S)NC1CC2C=CC1C2)c1ccncc1 (stereo not drawn)
compound no.,25,26,27,28,29,30,31,32
GRIN3A LBD mod,2,-2,1,0,1,-7,2,2
CHOP UPR activ,0.3,-0.2,0.4,0.9,-1.6,-0.6,-1.9,1.4
tim10-1 inh,-51,-8,0,4,-21,-76,30,17
Mdm2 MdmX PPI,35,3,-4,2,10,-1,-14,3
tim23-1 inh,-22,-13,9,6,1,-57,14,-10
NLRP3 yeast inh,13,9,19,-4,17,21,14,43
UPR XBP1 act,-3,-1,2,-2,-2,0,0,-1
APJ ag,-5,0,1,0,10,-3,-2,-1
TIM10 inh,-13,-5,-11,4,-1,-22,5,19

33) COC(=O)c1cc(S(=O)(=O)N2c3ccccc3CC2C)cn1C (stereo not drawn)
34) COc1ccc(NC(=S)N2CCN(c3ncccn3)CC2)c(OC)c1
35) CCN(Cc1ccccc1)C(=O)c1ccc(C)c(S(=O)(=O)N2CCCCC2)c1
36) CC(C)[C@H](NC(=O)c1ccco1)C(=O)N(C)Cc1ccc(C(F)(F)F)cc1
37) c1ccc(CCNCCOc2ccccc2)cc1
38) CCCCCN=Cc1c(C)[nH]n(-c2nc3ccccc3s2)c1=O
39) COc1ccc(S(=O)(=O)Nc2ccc(F)cc2)c(C)c1C
40) COc1cc(Cl)ccc1OCc1cc(C(=O)N[C@H]2CCCCNC2=O)no1
compound no.,33,34,35,36,37,38,39,40
GRIN3A LBD mod,-4,-1,1,-1,5,-1,2,6
CHOP UPR activ,-1.9,-1.7,-1.3,0.7,1.8,4.5,-0.1,7.3
tim10-1 inh,12,10,23,21,13,21,14,3
Mdm2 MdmX PPI,26,13,6,19,-1,27,14,-28
tim23-1 inh,14,-3,50*,24,9,56*,30,-2
NLRP3 yeast inh,22,-15,17,16,8,4,-4,17
UPR XBP1 act,-1,-2,-2,-1,1,0,-2,0
APJ ag,3,-1,0,-1,-2,-3,0,4
TIM10 inh,-5,18,15,6,-6,12,0,-1

41) Nc1ccccc1C(=O)NCCN1CCNC1=O
42) C=CC[C@H](CC(=O)N[C@H](CO)Cc1ccccc1)C(=O)N[C@H](COC(=O)[C@@H](CC=C)CC(=O)OC(C)(C)C)Cc1c[nH]c2ccccc12
43) CCN(Cc1ccccc1)S(=O)(=O)c1cc2[nH]c(=O)c(=O)[nH]c2cc1C
44) CCOc1c(Cl)cc(Cl)cc1CNCCNCCO
45) COc1cccc(NC(=O)CN(C)C(=O)CCCc2nc3ccccc3s2)c1
46) Cc1ccccc1NC(=S)N(CCN1CCOCC1)Cc1ccccc1F
47) CCOC(=O)C1(Cc2cccc(Cl)c2)CCCN(C(=O)c2ccc(COC)s2)C1 (stereo not drawn)
48) COc1cc(NC(=O)Cc2c(C(=O)O)n(C)c3ccccc23)cc(OC)c1OC
compound no.,41,42,43,44,45,46,47,48
GRIN3A LBD mod,-1,-6,-5,1,0,-5,-3,2
CHOP UPR activ,4.2,1.3,-0.5,0.1,0.2,-1.2,-0.7,-0.8
tim10-1 inh,-5,9,3,13,4,26,3,6
Mdm2 MdmX PPI,0,19,19,15,26,-14,-3,22
tim23-1 inh,27,0,16,-10,-4,20,22,10
NLRP3 yeast inh,-5,26,12,19,-5,14,12,-3
UPR XBP1 act,-2,2,-1,-3,0,0,-1,-2
APJ ag,2,1,-2,-5,1,0,-7,-3
TIM10 inh,-3,5,7,13,2,-13,-16,4

Reformatted: entries from further up
| entry | SMILES | GRIN3A LBD mod | CHOP UPR activ | tim10-1 inh | Mdm2 MdmX PPI | tim23-1 inh | NLRP3 yeast inh | UPR XBP1 act | APJ ag | TIM10 inh |
| --- | --- | --- | --- | --- | --- | --- | --- | --- | --- | --- |
| 42 | C=CC[C@H](CC(=O)N[C@H](CO)Cc1ccccc1)C(=O)N[C@H](COC(=O)[C@@H](CC=C)CC(=O)OC(C)(C)C)Cc1c[nH]c2ccccc12 | -6 | 1.3 | 9 | 19 | 0 | 26 | 2 | 1 | 5 |
| 43 | CCN(Cc1ccccc1)S(=O)(=O)c1cc2[nH]c(=O)c(=O)[nH]c2cc1C | -5 | -0.5 | 3 | 19 | 16 | 12 | -1 | -2 | 7 |
| 44 | CCOc1c(Cl)cc(Cl)cc1CNCCNCCO | 1 | 0.1 | 13 | 15 | -10 | 19 | -3 | -5 | 13 |
| 45 | COc1cccc(NC(=O)CN(C)C(=O)CCCc2nc3ccccc3s2)c1 | 0 | 0.2 | 4 | 26 | -4 | -5 | 0 | 1 | 2 |
| 46 | Cc1ccccc1NC(=S)N(CCN1CCOCC1)Cc1ccccc1F | -5 | -1.2 | 26 | -14 | 20 | 14 | 0 | 0 | -13 |

Later entries.
49) Cc1cc(NC(=O)c2nn3cccnc3c2Cl)no1
50) COc1ccc(C(=O)N2C(=S)NC(=O)/C2=C\c2ccc(C)cc2)cc1
51) COc1cccc(/C(O)=C2/C(=O)C(=O)N(CCCN3CCOCC3)C2c2ccncc2)c1 (stereo not drawn)
52) Cc1[nH]nc(SCC(=O)NC(C)c2ccccc2)c1[N+](=O)[O-] (stereo not drawn)
53) CC(C)(C)c1ccc(OCC(=O)Nc2ccncc2)cc1
54) COC(=O)c1ccc(N2CCN(S(=O)(=O)c3ccc(C)cc3)CC2)c([N+](=O)[O-])c1
compound no.,49,50,51,52,53,54
GRIN3A LBD mod,4,5,-2,-4,1,-2
CHOP UPR activ,-1.9,0.5,1.7,1.9,0.0,6.2
tim10-1 inh,2,17,-3,27,14,19
Mdm2 MdmX PPI,-43,-13,5,15,7,25
tim23-1 inh,13,33,8,9,23,2
NLRP3 yeast inh,0,16,4,-7,23,2
UPR XBP1 act,-5,-2,1,-1,-1,1
APJ ag,-4,-4,-1,0,-2,-8
TIM10 inh,-11,23,-4,12,12,12
